Bioassay records from PubChem.
CHRM5 PAM: potentiates acetylcholine response at human M5 receptor | P08912 | CHO-K1 hM5, Fluo-8 calcium, ACh EC20 PAM; 0% = ACh EC20, 100% = ACh EC100 | activation, % at 3 µM | 0.3% of 360,000 active | AID 624038;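 active = activation above the run cutoff, the mean activation of all test compounds plus 3 SD, cut at about 18% in these data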
Target sequence (P08912 whole entry, looked up): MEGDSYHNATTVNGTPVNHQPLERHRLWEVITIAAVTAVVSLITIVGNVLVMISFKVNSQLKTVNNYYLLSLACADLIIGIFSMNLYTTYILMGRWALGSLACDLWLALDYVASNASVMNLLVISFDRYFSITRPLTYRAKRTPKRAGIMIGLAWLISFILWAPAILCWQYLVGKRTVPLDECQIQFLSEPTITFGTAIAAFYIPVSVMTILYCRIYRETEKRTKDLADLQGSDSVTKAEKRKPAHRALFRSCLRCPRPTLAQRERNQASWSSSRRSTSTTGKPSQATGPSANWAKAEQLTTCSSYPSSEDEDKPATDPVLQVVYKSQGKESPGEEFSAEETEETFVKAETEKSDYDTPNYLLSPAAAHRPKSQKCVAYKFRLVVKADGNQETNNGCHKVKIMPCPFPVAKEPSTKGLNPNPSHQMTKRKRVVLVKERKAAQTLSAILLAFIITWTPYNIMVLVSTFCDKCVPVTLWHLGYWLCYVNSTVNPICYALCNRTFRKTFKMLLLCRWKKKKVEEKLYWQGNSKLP
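System: CHO-K1 cell line with stable human muscarinic M5 receptor expression | Also added: EC20 acetylcholine as agonist stimulus | Compound: One concentration, 3 µM final (nominal) | Timing: Fluo-8 loading 80 min at 37 °C plus 30 min room temperature | Measured by: Fluo-8 calcium dye fluorescence, kinetic read | Read-out basis: % activation, ACh-normalized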
M1 PAM: potentiates human M1 receptor response to acetylcholine | activation, % at 3 µM | 0.088% of 360,000 active | AID 588819 | CHO-K1 hM1, Fluo-8 calcium fluorescence, ACh EC20; 0% = ACh EC20, 100% = maximal ACh; in the data active = activation above about 19%, passing the limit was not always enough
Target sequence (P11229 whole entry, looked up): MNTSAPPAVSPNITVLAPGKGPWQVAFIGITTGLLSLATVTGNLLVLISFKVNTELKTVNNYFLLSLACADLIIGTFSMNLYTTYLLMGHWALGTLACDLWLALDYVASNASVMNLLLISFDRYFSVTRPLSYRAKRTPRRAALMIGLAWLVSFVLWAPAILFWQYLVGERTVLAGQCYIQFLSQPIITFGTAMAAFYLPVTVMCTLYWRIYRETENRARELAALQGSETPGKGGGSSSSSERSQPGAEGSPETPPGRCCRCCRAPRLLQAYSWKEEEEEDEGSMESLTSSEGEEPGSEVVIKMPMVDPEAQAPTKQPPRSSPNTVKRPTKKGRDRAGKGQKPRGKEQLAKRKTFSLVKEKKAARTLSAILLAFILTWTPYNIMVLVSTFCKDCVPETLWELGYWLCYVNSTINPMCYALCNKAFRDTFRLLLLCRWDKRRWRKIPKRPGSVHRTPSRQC
M5 antag: CHRM5 antagonism in calcium assay | inhibition, % at 3 µM | P08912 | AID 624040 | CHO-hM5 cells, Fluo-8 calcium fluorescence, ACh EC80 | 0.59% of 360,000 active;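 active = inhibition above a per-plate cutoff, the mean of that plate's test compounds plus 3 SD, cut at about 27% in these data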;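 also: 0% = acetylcholine EC80 with DMSO and 100% = DMSO without agonist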
M4 antag: blocks acetylcholine activation of human M4 receptor | AID 624125 | 0.73% of 360,000 active | inhibition, % at 3 µM | P08173 | CHO-hM4 cells, ACh EC80, Fluo-8 calcium fluorescence;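 active = inhibition above its plate's cutoff, the mean inhibition of sample wells plus 3 SD, cut at about 27% in these data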;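 also: 0% = acetylcholine EC80 with DMSO and 100% = DMSO without agonist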
M4 PAM: potentiates acetylcholine response at human M4 receptor; CHO-K1 hM4/Gqi5, Fluo-8 calcium fluorescence, ACh EC20; 0% = ACh EC20, 100% = maximal ACh; activation, % at 3 µM; 0.4% of 360,000 active; AID 624126;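 active = activation above its plate's cutoff, the mean activation of sample wells plus 3 SD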; also: some results filed as inactive read as strong as hits
M1 antag: human CHRM1 antagonism; inhibition, % at 3 µM; CHO-K1 hM1, Fluo-8 calcium fluorescence, ACh EC80 antagonist; 1.3% of 360,000 active; AID 588852; P11229;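 active = percent inhibition above its own plate's cutoff, namely the mean of that plate's compound wells plus 3 SD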;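 also: peak over basal fluorescence ratio during 140 s after agonist addition; 0% = ACh EC80 plus DMSO and 100% = DMSO alone without agonist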
CRFBP-R2 agonist: CRF-BP/CRF-R2 complex agonism. HEK293 CRF-R2/CRF-BP, calcium dye fluorescence (FLIPR); percent of saturating CRF peptide response. activation, % at 13.2 µM. 0.46% of 350,000 active. AID 588473;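 active = activation of at least 50%, plus an integration ratio under a set limit after plate pattern correction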;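 also: plate controls were neutral control wells without compound for no effect and CRF at EC100 for full effect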
M4 ag: CHRM4 agonism in calcium assay | P08173 | CHO-K1 hM4/Gqi5, Fluo-8 calcium fluorescence; vehicle 0%, full acetylcholine response 100% | activation, % at 3 µM | 0.14% of 360,000 active | AID 624127;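 active = activation above the run mean over all test wells plus 3 SD, cut at about 32% in these data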;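 also: peak over basal fluorescence ratio per well then scaled between controls; 0% = DMSO wells and 100% = acetylcholine at EC100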
M5 ag: agonists of human muscarinic M5 receptor (CHRM5); CHO-K1 hM5 cells, Fluo-8 calcium fluorescence; 0% DMSO wells, 100% maximal acetylcholine response; activation, % at 3 µM; AID 624037; 0.19% of 360,000 active; P08912;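 active = activation above the run's mean over test compounds plus 3 SD, cut at about 23% in these data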;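 also: signal is peak over basal fluorescence ratio across the kinetic read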
Active calls of the source: *. This is a random part of the collection. Share with any hit: about 2.8%.

Screening Cc1ccc(C(C(=O)NC(C)(C)C)N(C(=O)CCC(=O)Nc2ccccn2)c2ccccc2F)cc1 (centres undefined) returned CHRM5 PAM -4.6, M1 PAM 4.2, M5 antag 9.7, M4 antag -5.0, M4 PAM 2.2, M1 antag -3.9, CRFBP-R2 agonist -1.6, M4 ag 0.6 and M5 ag -1.4.
For C/C(=C\C(=O)c1ccc(Cl)cc1Cl)N(C)C the results were CHRM5 PAM 1.3, M1 PAM 6.6, M5 antag 2.0, M4 antag -11.9, M4 PAM 1.4, M1 antag -10.6, CRFBP-R2 agonist -2.0, M4 ag 0.7 and M5 ag -3.0.
`O=C(C1CCCCC1)N(Cc1nc2sc3c(c2c(=O)[nH]1)CCCC3)Cc1cccs1` gave CHRM5 PAM -5.3, M1 PAM 0.9, M5 antag 3.1, M4 antag -10.5, M4 PAM 1.1, M1 antag -23.6, CRFBP-R2 agonist 0.1, M4 ag 20.4 and M5 ag -4.2.
Screening Cc1ccccc1-c1nnc(SCc2ccccc2)o1 returned CHRM5 PAM -0.6, M1 PAM 2.8, M5 antag -7.2, M4 antag -8.5, M4 PAM 3.7, M1 antag -2.1, CRFBP-R2 agonist -1.0, M4 ag -2.2 and M5 ag -2.7.
Screening Cc1ccc2c(c1)nnn2C1CCN(CC(=O)N2c3ccccc3CC2C)CC1 (centres undefined) returned CHRM5 PAM 1.6, M1 PAM -6.4, M5 antag -2.9, M4 antag -10.3, M4 PAM -1.3, M1 antag 5.8, CRFBP-R2 agonist 1.0, M4 ag 4.3 and M5 ag 0.8.
CCOC(=O)N/N=C/C=C/c1ccccc1[N+](=O)[O-] was read as CHRM5 PAM -6.4, M1 PAM 4.8, M5 antag 2.2, M4 antag 7.9, M4 PAM -0.7, M1 antag 0.5, CRFBP-R2 agonist -2.7, M4 ag 0.2 and M5 ag -0.6.
COc1ccc2c(=O)cc(-c3ccccc3)n(C)c2c1 was read as CHRM5 PAM -1.0, M1 PAM 10.2, M5 antag -9.4, M4 antag -9.0, M4 PAM -2.6, M1 antag -17.4, CRFBP-R2 agonist -0.1, M4 ag -0.1 and M5 ag -8.1.
N#Cc1c(NC(=O)CSc2ncn[nH]2)sc2c1CCCCC2 was read as CHRM5 PAM -5.5, M1 PAM -7.5, M5 antag 3.5, M4 antag 11.0, M4 PAM 1.2, M1 antag 6.5, CRFBP-R2 agonist -1.6, M4 ag 5.3 and M5 ag 4.6.
Screening O=C(C1=C(O)C(=O)N(CC2CCCO2)C1c1ccc(Cl)cc1Cl)c1ccco1 (centres undefined) returned CHRM5 PAM 5.5, M1 PAM 5.1, M5 antag 1.3, M4 antag -4.0, M4 PAM -4.4, M1 antag -2.5, CRFBP-R2 agonist -0.4, M4 ag 1.5 and M5 ag -0.1.
COc1cc(C)c(C(=O)Oc2cc(C)c(C(=O)O)c(O)c2C)c(O)c1C(=O)O was read as CHRM5 PAM 4.3, M1 PAM 6.5, M5 antag 0.8, M4 antag -1.5, M4 PAM 5.7, M1 antag -13.9, CRFBP-R2 agonist -0.3, M4 ag -0.4 and M5 ag -0.4.
Screening COc1ccc2oc(C(=O)OCC(=O)N(CCC#N)c3ccccc3)c(C)c2c1 returned CHRM5 PAM -3.0, M1 PAM -2.2, M5 antag 5.1, M4 antag 15.0, M4 PAM -9.0, M1 antag 2.0, CRFBP-R2 agonist -1.5, M4 ag 6.0 and M5 ag -2.0.
Screening CCOc1ccccc1NC(=S)NC(=O)CCc1ccccc1 returned CHRM5 PAM -5.2, M1 PAM 5.7, M5 antag 8.1, M4 antag -10.4, M4 PAM -3.0, M1 antag -1.5, CRFBP-R2 agonist 0.4, M4 ag -0.7 and M5 ag -3.6.

2 compounds drawn at random from those above:
Screening Cc1ccc(C(C(=O)NC(C)(C)C)N(C(=O)CCC(=O)Nc2ccccn2)c2ccccc2F)cc1 (centres undefined) returned CHRM5 PAM -4.6, M1 PAM 4.2, M5 antag 9.7, M4 antag -5.0, M4 PAM 2.2, M1 antag -3.9, CRFBP-R2 agonist -1.6, M4 ag 0.6 and M5 ag -1.4.
CCOC(=O)N/N=C/C=C/c1ccccc1[N+](=O)[O-] was read as CHRM5 PAM -6.4, M1 PAM 4.8, M5 antag 2.2, M4 antag 7.9, M4 PAM -0.7, M1 antag 0.5, CRFBP-R2 agonist -2.7, M4 ag 0.2 and M5 ag -0.6.

(continued)
`Cc1ccc(S(=O)(=O)N2CCCCC2)cc1NC(=O)CNc1ccccc1N1CCCC1=O` gave CHRM5 PAM 3.8, M1 PAM -2.6, M5 antag -2.1, M4 antag 5.0, M4 PAM -5.1, M1 antag -3.3, CRFBP-R2 agonist -2.0, M4 ag 1.2 and M5 ag 0.2.
Screening COC(=O)c1ccc(N=NN2CCOCC2)cc1 returned CHRM5 PAM -1.1, M1 PAM 2.3, M5 antag 1.3, M4 antag 0.4, M4 PAM -0.8, M1 antag -1.2, CRFBP-R2 agonist -0.7, M4 ag 1.4 and M5 ag 0.7.
For COCCNC(=O)c1cccc2c(-c3ccnn3C)coc12 the results were CHRM5 PAM -5.4, M1 PAM 0.4, M5 antag 0.3, M4 antag -5.2, M4 PAM 1.4, M1 antag -3.2, M4 ag 0.5 and M5 ag 0.7.
`CC(=O)Nc1ccc(Cl)c(-c2nc3ncccc3o2)c1` gave CHRM5 PAM -2.7, M1 PAM 7.7, M5 antag 7.6, M4 antag 14.8, M4 PAM -9.5, M1 antag -9.8, CRFBP-R2 agonist 13.2, M4 ag 0.8 and M5 ag -1.2.
Screening CCCn1c2c(c(O)c(C(=O)Nc3nccs3)c1=O)CCCC2 returned CHRM5 PAM 1.6, M1 PAM 7.6, M5 antag 4.6, M4 antag -0.9, M4 PAM 12.3, M1 antag -12.4, CRFBP-R2 agonist 2.5, M4 ag 0.0 and M5 ag -1.0.
`C/C(=N\NC(=O)C1CCCN(S(=O)(=O)c2ccccc2)C1)c1cccnc1` (centres undefined) gave CHRM5 PAM -12.8, M1 PAM 1.0, M5 antag 2.5, M4 antag 2.8, M4 PAM -11.7, M1 antag 3.0, CRFBP-R2 agonist 0.1, M4 ag 8.2 and M5 ag -1.6.
`CCn1cc(C2=NC(CC(C)C)CO2)c2ccccc21` (centres undefined) gave CHRM5 PAM -10.3, M1 PAM -7.8, M5 antag 10.1, M4 antag 10.1, M4 PAM -29.7, M1 antag 7.3, CRFBP-R2 agonist 2.5, M4 ag 1.2 and M5 ag -2.3.
c1ccc(Cn2nnc(-c3ccccc3)n2)cc1 was read as CHRM5 PAM 0.6, M1 PAM 4.0, M5 antag 2.3, M4 antag -0.3, M4 PAM 0.1, M1 antag -0.9, CRFBP-R2 agonist -0.7, M4 ag -0.8 and M5 ag -10.2.
`CSc1nsc(SC)c1C(=O)N1CCN(S(=O)(=O)c2ccc(C)cc2)C1C` (centres undefined) gave CHRM5 PAM -17.6, M1 PAM -3.6, M5 antag 4.2, M4 antag -3.4, M4 PAM -10.9, M1 antag 6.3, CRFBP-R2 agonist -0.4, M4 ag 11.9 and M5 ag -0.2.
`CS(=O)(=O)N1CCN(CC(=O)NC2CCCC2)CC1` gave CHRM5 PAM 8.5, M1 PAM 13.7, M5 antag -4.8, M4 antag 1.2, M4 PAM 0.5, M1 antag -19.9, CRFBP-R2 agonist 0.8, M4 ag 0.7 and M5 ag 3.5.
For COc1ccccc1C1(CC(=O)O)CCOC(C)(C)C1 (centres undefined) the results were CHRM5 PAM 8.1, M1 PAM 6.1, M5 antag 5.1, M4 antag -0.5, M4 PAM 12.5, M1 antag -7.9, CRFBP-R2 agonist -3.2, M4 ag 0.6 and M5 ag -2.4.
For COc1cccc(C2(c3cccc(OC)c3)CC2C(=O)Nc2ccccc2Cl)c1 (centres undefined) the results were CHRM5 PAM 10.2, M1 PAM 5.5, M5 antag -13.3, M4 antag -21.6, M4 PAM 16.4, M1 antag -13.6, CRFBP-R2 agonist -1.0, M4 ag -1.7 and M5 ag -4.6.

Next section; it opens with the two that closed the last part.
For COc1ccccc1C1(CC(=O)O)CCOC(C)(C)C1 (centres undefined) the results were CHRM5 PAM 8.1, M1 PAM 6.1, M5 antag 5.1, M4 antag -0.5, M4 PAM 12.5, M1 antag -7.9, CRFBP-R2 agonist -3.2, M4 ag 0.6 and M5 ag -2.4.
For COc1cccc(C2(c3cccc(OC)c3)CC2C(=O)Nc2ccccc2Cl)c1 (centres undefined) the results were CHRM5 PAM 10.2, M1 PAM 5.5, M5 antag -13.3, M4 antag -21.6, M4 PAM 16.4, M1 antag -13.6, CRFBP-R2 agonist -1.0, M4 ag -1.7 and M5 ag -4.6.
`CC(=O)Nc1cc2nn(-c3ccccc3)nc2cc1C` gave CHRM5 PAM 13.3, M1 PAM 3.9, M5 antag -2.9, M4 antag -5.0, M4 PAM 2.7, M1 antag -9.9, CRFBP-R2 agonist 4.4, M4 ag 1.4 and M5 ag 0.3.
Cc1ccc(F)c(S(=O)(=O)NC(=O)C2(C)CCN2C(=O)c2ccc(C3CCCCC3)cc2)c1 (centres undefined) was read as CHRM5 PAM 0.5, M1 PAM -0.7, M5 antag -5.5, M4 antag -12.8, M4 PAM 4.1, M1 antag -3.1, M4 ag 0.5 and M5 ag 0.7.
For CCOc1cccc(C(=O)Nc2ccc3[nH]ncc3c2)c1 the results were CHRM5 PAM -0.2, M1 PAM 4.0, M5 antag 3.8, M4 antag 4.2, M4 PAM 5.8, M1 antag -6.6, CRFBP-R2 agonist -0.2, M4 ag 1.7 and M5 ag -3.7.
For O=C(CSc1ncnc2c1oc1ccccc12)Nc1cccc(C(F)(F)F)c1 the results were CHRM5 PAM -0.9, M1 PAM 5.8, M5 antag 3.3, M4 antag -11.2, M4 PAM 2.2, M1 antag -11.5, CRFBP-R2 agonist 2.0, M4 ag -0.4 and M5 ag 1.3.
Screening COc1cc(CN2CCN(Cc3cn(C)c4ccccc34)CC2CCO)cc(OC)c1 (centres undefined) returned CHRM5 PAM -1.9, M1 PAM -0.2, M5 antag 6.1, M4 antag 2.0, M4 PAM -2.5, M1 antag -7.0, CRFBP-R2 agonist -0.7, M4 ag 1.3 and M5 ag -6.9.
CN(CCOc1ccc(Cl)cc1)C(=O)c1ccc(S(=O)(=O)N2CCOCC2)cc1 was read as CHRM5 PAM -14.1, M1 PAM -12.0, M5 antag 4.0, M4 antag -3.8, M4 PAM -12.5, M1 antag 4.1, CRFBP-R2 agonist 0.4, M4 ag 16.7 and M5 ag 6.4.
Cc1cc(C)c(S(=O)(=O)NCCCn2ccnc2)c(C)c1 was read as CHRM5 PAM -4.7, M1 PAM 3.7, M5 antag 9.2, M4 antag 6.5, M4 PAM -1.9, M1 antag -4.5, CRFBP-R2 agonist 9.0, M4 ag 2.2 and M5 ag -2.4.
Screening COc1ccc(-c2cc(-c3nnc(COC(=O)C4CC4C)o3)c3ccccc3n2)cc1OC (centres undefined) returned CHRM5 PAM -5.3, M1 PAM -6.1, M5 antag 8.0, M4 antag 14.1, M4 PAM -14.1, M1 antag 23.7, CRFBP-R2 agonist 0.7, M4 ag 8.5 and M5 ag -0.9.
`CC(C)C(=O)Nc1c(O)c2ccccc2[nH]c1=O` gave CHRM5 PAM 1.1, M1 PAM 6.3, M5 antag -0.4, M4 antag -1.9, M4 PAM 7.4, M1 antag 3.9, CRFBP-R2 agonist 0.3, M4 ag 1.8 and M5 ag 0.0.
